Gal4-VP16 FLuc – Gal4-VP16 reporter inhibition counter-screen. Drosophila S2 Gal4-VP16 UAS-luciferase, luminescence, 20 h. 310,000 compounds, 3.5% hits. AID 2546. Potency, µM (series often up to 53.6 µM), without a hit: top-dose activity, negative = inhibition, most hits filed as inhibitors;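 also: Gal4-VP16 expression switched on by copper sulfate through the metallothionein promoter; potency is read from the fitted curve at half-maximal effect; nearly all actives have a fitted effect of over 50% in size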
Coupling enz – counter-screen for Giardia aldolase inhibitors: coupling enzyme system; coupling enzyme system counterscreen, AmpLite Red fluorescence; activity change, negative = inhibition, % at 58.2 µM, hits read low; 290,000 compounds, 0.67% hits; in the data active = activity change below about -30%
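Counterscreen lacking aldolase: glyceraldehyde-3-phosphate coupling-enzyme reagent preincubated 10 min at RT with compound (at 57.5 uM final), then substrate/coupling system with AmpLite Red added; fluorescence read at 525/598 nm after 20 min RT.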
RORg inh – inhibitors of mouse ROR gamma transcriptional activity. AID 2551. Drosophila S2 Gal4-RORgamma UAS-luciferase reporter, 20 h. P51450. Potency, µM (titrated, usually from 53.6 µM), without a hit: top-dose activity change, negative = inhibition, hits mostly inhibitors. 310,000 compounds, 5.4% hits; also: potency is read from the fitted curve at half-maximal effect; nearly all actives have a fitted effect of over 60% in size
Target sequence (P51450 whole entry, looked up, the tested form may be a part): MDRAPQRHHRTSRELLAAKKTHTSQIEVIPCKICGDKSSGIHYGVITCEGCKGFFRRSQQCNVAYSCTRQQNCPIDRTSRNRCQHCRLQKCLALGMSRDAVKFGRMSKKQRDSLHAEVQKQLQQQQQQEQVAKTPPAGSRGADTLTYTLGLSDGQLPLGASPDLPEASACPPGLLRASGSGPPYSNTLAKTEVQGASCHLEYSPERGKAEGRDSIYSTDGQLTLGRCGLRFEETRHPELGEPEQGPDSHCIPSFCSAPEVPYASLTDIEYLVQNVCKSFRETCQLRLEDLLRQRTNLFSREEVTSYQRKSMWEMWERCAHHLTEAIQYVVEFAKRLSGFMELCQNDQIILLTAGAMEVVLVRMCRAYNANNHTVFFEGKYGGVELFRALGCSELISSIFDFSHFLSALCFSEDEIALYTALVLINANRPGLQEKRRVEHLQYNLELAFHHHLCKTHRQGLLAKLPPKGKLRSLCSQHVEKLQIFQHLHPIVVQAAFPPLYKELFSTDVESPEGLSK
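Using a luciferase readout, inhibitors were identified by reduced reporter activity in Drosophila cells coexpressing a copper-inducible Gal4–ROR gamma fusion and UAS-driven Photinus luciferase, incubated 20 hr after 700 uM copper sulfate.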
An asterisk follows results filed as active; u = inconclusive; x = no result given; & = joins results of further samples; [ ] = another dose, or the depositor's remark. Unless noted, calls follow the shape of the dose curve; as a rule, active = well fitted curve in the direction sought with a large enough effect; inconclusive = small, poorly fitted or top-dose-only effect, or another doubt; inactive = no such curve, though single readings can be large; an effect the other way counts as inactive or inconclusive. % is scaled to controls: 0 for no effect and ±100 for the full control effect. Some of the compounds tested; rates above refer to the full screens.

SMILES	Gal4-VP16 FLuc	Coupling enz	RORg inh
CC(C)(C)NCC(O)c1cc(Cl)c(N)c(C(F)(F)F)c1 (configuration not stated)	6%	x	13%
Cc1cc(Cl)ccc1O	-5%	x	39%
CCC1(CC)C(=O)NC(=O)N(C)C1=O	-3%	x	1%
BrCCBr	7%	x	0%
CCCCCCCCCC(CC)c1ccc(S(=O)(=O)O)cc1 (configuration not stated)	-8%	x	1%[10 µM]
[CH3][Hg][Cl]	0.71µM*	x	0.89µM*
C=CC[N+]1(C)CCC23c4c5ccc(O)c4O[C@H]2C(=O)CC[C@@]3(O)C1C5 (some centres not stated)	-3%	x	-1%
ClC(Cl)(Cl)C(Cl)(Cl)Cl	2%	x	2%
C[C@@]12CC(=O)[C@H]3[C@@H](CCC4=CC(=O)CC[C@]43C)[C@H]1CCC2=O	-1%[17 µM]	-1	7%[16.9 µM]
CCCC[C@H]1C(=O)O[C@H](C)[C@H](NC(=O)c2cccc(NC=O)c2OC)C(=O)O[C@@H](C)[C@@H]1OC(=O)CC(C)C	1.8µM*	-11&-9	1.8µM*
C=C[C@H]1CN2CC[C@H]1C[C@H]2c1[nH]c2ccccc2c1CCO	-1%	1	-14%
C=C(C)C1Cc2c(ccc3c2OC2COc4cc(OC)c(OC)cc4C2C3=O)O1 (configuration not stated)	u	-1	0.035µM*
Cc1nn(C)c(C)c1-c1cccc2c1CCC(N(C)C)C2 (configuration not stated)	8%	-1	-12%
C[C@H]1O[C@@H](O[C@H]2[C@@H](O)C[C@H](O[C@H]3[C@@H](O)C[C@H](O[C@H]4CC[C@]5(C)C6CC[C@]7(C)[C@@H](C8=CC(=O)OC8)CC[C@]7(O)C6CC[C@@H]5C4)O[C@@H]3C)O[C@@H]2C)C[C@H](O)[C@@H]1O (some centres not stated)	-12%	6	2.5µM*
C[C@@]12CCC(OS(=O)(=O)O)C[C@@H]1CCC1C2CC[C@]2(C)C(=O)CCC12 (some centres not stated)	-8%	11	-12%
c1ccc2sc(SNC3CCCCC3)nc2c1	2%	1	8.9µM*
CN1CCc2cc3c(cc2[C@@H]1O)OCO3	-6%[17 µM]	2	7%[16.9 µM]
O=C1C=C2C=CC3C[C@@]2(O1)C1CCCCN31 (some centres not stated)	-21%	5	u
CN(C)C(=O)Oc1cc(OC(=O)N(C)C)cc([C@@H](O)CNC(C)(C)C)c1	0%[17 µM]	1	11%[2.98 µM]
CCOC(OCC)P(=O)(O)CCCN	7%	-2	12%
N[C@H](C(=O)O)c1cc(=O)[nH]o1	-10%	0	-1%
CCC1CN2CCC1CC2C(O)c1ccnc2ccc(OC)cc12 (configuration not stated)	-3%	3	10%
COc1cc2c3cc1Oc1cc(ccc1O)C[C@@H]1c4c(cc(OC)c(O)c4Oc4cccc(c4)C[C@H]3N(C)CC2)CC[N+]1(C)C	-4%[17 µM]	-2	3%[16.9 µM]
COc1cc(N)c(Cl)cc1C(=O)N[C@@H]1CN2CCC1CC2	0%	-3	8%
CC[C@]12CCCN3CCC4(c5ccccc5NC4C(C(=O)O)C1)C32 (some centres not stated)	-11%	-9	-28%
C[C@@H]1O[C@H](O[C@@H]2C=C3CC[C@H]4[C@@H](CC[C@]5(C)[C@@H](c6ccc(=O)oc6)CC[C@]45O)[C@@]3(C)CC2)[C@@H](O)[C@H](O)[C@@H]1O	-7%[17 µM]	-1	-7%[2.98 µM]
COC(=O)[C@H]1[C@@H](c2ccccc2)[C@@]2(c3ccccc3)Oc3ccccc3[C@@]1(O)[C@@H]2O	1%[10 µM]	0	-13%[10 µM]
O=C1C=CC(=O)c2c1ccc1c2ccc2ccccc21	u	-28	u
CCOP(=S)(OCC)Oc1ncn(-c2ccccc2)n1	u	0	2%
O=C(NC(=O)c1c(F)cccc1F)Nc1cc(Cl)c(OC(F)(F)C(F)C(F)(F)F)cc1Cl (configuration not stated)	u	-12	u
S=C=NCc1ccccc1	u	4	5.6µM*
COC(=O)[C@@]1(OC)C[C@@H]2O[C@@]1(C)n1c3ccccc3c3c4c(c5c6ccccc6n2c5c31)C(=O)N(C)C4	-4%[10 µM]	4	-8%[10 µM]
c1ccc(N=Nc2ccccc2)cc1	3%&-14%	1	31%&-4%
CCCCCCCCCCCCCCCC(=O)OC[C@H](COP(=O)([O-])OCC[N+](C)(C)C)OC(C)=O	0%	3	0%
COc1cc2c(cc1OC)-c1c(OC)c(OC)c(C=O)c3c1[C@H](C2)N(C)CC3	1%	-22	-1%
N#CC(C#N)=Cc1ccc([N+](=O)[O-])c(O)c1	u	-28	u
CN1CC[C@@]23CCCCC2C1Cc1ccc(O)cc13 (some centres not stated)	-2%	2	0%
O=C(Nc1ccc(Br)cc1)c1cc(Br)cc(Br)c1O	8%	-15	u
COC(=O)[C@@]1(O)C[C@@H]2O[C@@]1(C)n1c3ccccc3c3c4c(c5c6ccccc6n2c5c31)C(=O)NC4	u	-1	-17%
CCOc1ccc2cc(C#N)c(=O)oc2c1	-3%&-7%	-1&0	7%&-1%

Looked up by compound from the list above (2):
SMILES	Gal4-VP16 FLuc	Coupling enz	RORg inh
COc1cc2c3cc1Oc1cc(ccc1O)C[C@@H]1c4c(cc(OC)c(O)c4Oc4cccc(c4)C[C@H]3N(C)CC2)CC[N+]1(C)C	-4%[17 µM]	-2	3%[16.9 µM]
BrCCBr	7%	x	0%

The list continues.
SMILES	Gal4-VP16 FLuc	Coupling enz	RORg inh
CCC(C)C(=O)c1c(O)c(C)c2oc3c(C)c(O)c(C(=O)C(C)CC)c(O)c3c2c1O (configuration not stated)	u	0	u
Cc1cc(C)cc(C(=O)OC2C[C@H]3CC[C@@H](C2)N3C)c1 (some centres not stated)	3%	4	-9%
CN1C(=O)CCS(=O)(=O)[C@H]1c1ccc(Cl)cc1	-4%	1	u
CCCCC/C=C\C=C\[C@H](CCCCCCCC(=O)O)OO	-11%	2	10%
CC(C)C[C@H](NC(=O)CNC(=O)[C@H](CCC(N)=O)NC(=O)[C@H](Cc1ccc(O)cc1)NC(=O)[C@@H](NC(=O)[C@H](Cc1ccc(O)cc1)NC(=O)CNC(=O)[C@@H](N)CCCN=C(N)N)C(C)C)C(=O)O	1%	7	0%
c1cc(CN2CC3(CCNCC3)C2)ccn1	-14%	6	-12%
CC[C@@]1(O)CC(O)c2c(cc3c(c2O)C(=O)c2c(O)ccc(O)c2C3=O)C1C(=O)OC (some centres not stated)	20%	-16	u
COc1ccc2cc1Oc1ccc(cc1)CC1c3cc(c(OC)cc3CCN1C)Oc1c(OC)c(OC)cc3c1C(C2)N(C)CC3 (configuration not stated)	u	-8	u
Oc1ccc2c3c1O[C@H]1c4[nH]c5c(c4C[C@@]4(O)[C@@H](C2)N(CC2CC2)CC[C@]314)C[C@]1(O)[C@H]2Cc3ccc(O)c4c3[C@@]1(CCN2CC1CC1)[C@@H]5O4	-4%	-4	29%
Clc1ccc(C2=CCC[C@H]3CC[C@@H]2N3)cn1	1%	7	10%
C=C1CC2C(CC[C@]3(C)C(=O)CCC23)[C@]2(C)C=CC(=O)C=C12 (some centres not stated)	-3%	1	-1%
COC1=C[C@H]2[C@H]3Cc4ccc(OC)c(O)c4[C@@]2(CCN3C)CC1=O	-6%	-13	4%
CC1(C)C(O)CC(O)[C@]2(C)C1CC(=O)[C@]1(C)C2CC[C@@]2(C)C(c3ccoc3)OC(=O)C3OC321 (some centres not stated)	-8%	0	29%
CCN(CC)c1nc(C)cc(OP(=S)(OC)OC)n1	-2%	1	11%
c1cncc([C@@H]2CCCCN2)c1	-11%	0&9	-10%
C/C=C1/CN2CC[C@]34C(=C(C=O)[C@H]1C[C@@H]23)Nc1ccccc14	14%&0%	-22&2	15%&16%
CCNC(=O)[C@@H]1O[C@@H](n2cnc3c(N)ncnc32)[C@H](O)[C@H]1O	-1%	-1	10%
CC1(C)C(=O)C=C[C@@]2(C)C1=C(O)C(=O)[C@@]1(C)C2CC[C@@]2(C)C(c3ccoc3)C[C@H]3O[C@@]321 (some centres not stated)	10µM*	-2	8.9µM*
COCCN(C(=O)CCl)c1c(C)cccc1C	11%	0	10%
COc1ccc2c(c1OC)C(=O)O[C@@H]2C1c2cc3c(cc2CCN1C)OCO3 (some centres not stated)	3%	0	10%

3 entries out of the list, sorted by count of non-hydrogen atoms, low to high:
SMILES	Gal4-VP16 FLuc	Coupling enz	RORg inh
Clc1ccc(C2=CCC[C@H]3CC[C@@H]2N3)cn1	1%	7	10%
C/C=C1/CN2CC[C@]34C(=C(C=O)[C@H]1C[C@@H]23)Nc1ccccc14	14%&0%	-22&2	15%&16%
CC1(C)C(O)CC(O)[C@]2(C)C1CC(=O)[C@]1(C)C2CC[C@@]2(C)C(c3ccoc3)OC(=O)C3OC321 (some centres not stated)	-8%	0	29%

Other records.
SMILES	Gal4-VP16 FLuc	Coupling enz	RORg inh
CC(C)c1ccc2c(c1O)CCC1C3=C(CC[C@]21C)C(=O)OC3 (some centres not stated)	-28%	-8	u
CC1OC(=O)C(C(C)C)NC(=O)C(C(C)C)OC(=O)C(C(C)C)NC(=O)C(C)OC(=O)C(C(C)C)NC(=O)C(C(C)C)OC(=O)C(C(C)C)NC(=O)C(C)OC(=O)C(C(C)C)NC(=O)C(C(C)C)OC(=O)C(C(C)C)NC1=O (configuration not stated)	0.56µM*	-7	0.25µM*
O=C(Nc1cccc(F)c1)N1CCCC2(CCN(C(=O)Oc3ccccc3)CC2)C1	6%	-1	21%
C/C=C(/C)C(=O)OC1CC[C@]2(C)C3CCC4[C@]5(O)CC(O)[C@]6(O)C(CN7CC(C)CCC7[C@]6(C)O)[C@]5(O)C[C@@]42O[C@]13O (some centres not stated)	2%	3	-1%
CN1C2CC(OC(=O)C(CO)c3ccccc3)CC1C(O)C2 (configuration not stated)	1%	5	5%
COc1ccc2c(c1)[C@@]13CCCCC1[C@@H](C2)N(C)CC3 (some centres not stated)	1%	0	1%
O=C1CC(O)(CF)CCO1 (configuration not stated)	-1%	-1	-17%
CC(C)CN1CC[C@@]2(CCCN(C(=O)Oc3ccccc3)C2)C1	3%	2	4%
CCCC(=O)O[C@@H]1[C@@H](C)[C@@]2(O)[C@@H](C=C(CO)C[C@@]3(O)C(=O)C(C)=C[C@@H]23)[C@@H]2C(C)(C)[C@]12OC(=O)CCC	-6%	0	12%
CN1CCC2(CC1)CCN(C(=O)c1ccco1)CC2	1%	3	-1%
C[C@@H](CO)NC(=O)[C@@H]1C=C2c3cccc4[nH]cc(c34)C[C@H]2N(C)C1	5%	-18	-20%
O=C1NC(=O)c2c1c1c3ccccc3[nH]c1c1[nH]c3ccccc3c21	-5%	2	-16%
CCCN1[C@H](C(=O)OC)C[C@@H]2CC[C@@H](O)C[C@@H]21	1%	-5	-21%
CCOC(=O)C1C(C=C(C)C)C1(C)C (configuration not stated)	6%	6	2%
CC(=O)O[C@H]1C(=O)[C@@]2(C)C([C@H](OC(=O)c3ccccc3)[C@]3(O)C[C@H](OC(=O)[C@H](O)[C@@H](NC(=O)c4ccccc4)c4ccccc4)C(C)=C1C3(C)C)[C@]1(OC(C)=O)CO[C@@H]1C[C@@H]2OC(=O)[C@H](C)NC(=O)c1ccc(-c2c3ccc(=O)cc-3oc3cc(O)ccc23)c(C(=O)O)c1 (some centres not stated)	-6%[10 µM]	1	-4%[10 µM]
CC(C)CN1CCC2(CC1)CCN(S(C)(=O)=O)CC2	-4%	3	-26%
O=C(Nc1ccccc1)N1CCCC2(CCN(C(=O)Oc3ccccc3)CC2)C1	-18%	2	12%
c1cncc([C@H]2CCCCN2)c1	-3%	0	0%
CC(C)=CCCC1(C)C=Cc2c(O)c3c(c(CC=C(C)C)c2O1)OC12C(CC4CC1C(C)(C)OC2(C/C=C(/C)C(=O)O)C4O)C3=O (configuration not stated)	-30%	0	-9%
OC[C@@H]1[C@@H](O)[C@H](O)[C@H]2[C@@H](O)CCN21	-20%	1	-14%
COC(=O)[C@@H]1C[C@H](OC(C)=O)C(=O)[C@H]2[C@@]1(C)CC[C@H]1C(=O)O[C@H](c3ccoc3)C[C@]21C	-20%&-6%	2&2	24%&12%
O=C1CCO1	-9%&-5%	4	20%&28%
COc1cc2c(cc1OC)[C@@H]1C(=O)c3ccc(OC)c(CC=C(C)C)c3OC1CO2 (some centres not stated)	1.4µM*	-11	7.9µM*
CNC(C)Cc1ccc(OC)cc1 (configuration not stated)	0%	0	28%
OCC1CCCN2CCCCC12 (configuration not stated)	2%&-6%	4&1	2%&-10%
CC(N)Cc1ccc(O)cc1 (configuration not stated)	1%	2	11%

From PubChem BioAssay
